S1P1 ag-PAM: S1P1 agonists and agonism potentiators, primary screen, cell-based, primary and confirmation screens, CRE-bla reporter; Sphingosine 1-phosphate receptor 1 (Homo sapiens), P21453; S1P1 CRE-bla cells, forskolin, beta-lactamase FRET, potentiator mode; S1P1 agonist co-added at EC20, 2 nM; 100% = saturating reference agonist, 0% = basal; activation, % at 9.5 µM; actives 0.57% (n = 56,000); AID 449, 2006;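 active means activation above a cutoff set at the mean activation of all tested compounds plus 3 SD, cut at about 54% in these data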;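 further: forskolin at 4 µM as EC80 and the EC20 agonist is SEW2871; 100% = SEW2871 at its EC100 plus forskolin at EC80; some compounds past the cut are filed as inactive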
HTR1A agonist: human 5-HT1a receptor agonists, primary screen, cell-based, CHO, Ga15 NFAT-bla reporter; 5-hydroxytryptamine receptor 1A (Homo sapiens), P08908; CHO 5-HT1a Ga15 NFAT-bla reporter, FRET ratio; 0% basal, 100% maximal reference agonist; activation, % at 10 µM; actives 0.56% (n = 65,000); AID 567, 2006;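 active means activation above the screen-wide mean activation plus 3 SD, cut at about 19% in these data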;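 further: 0% = DMSO wells and 100% = 5-CT at EC100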
Target sequence (P08908 whole entry, looked up): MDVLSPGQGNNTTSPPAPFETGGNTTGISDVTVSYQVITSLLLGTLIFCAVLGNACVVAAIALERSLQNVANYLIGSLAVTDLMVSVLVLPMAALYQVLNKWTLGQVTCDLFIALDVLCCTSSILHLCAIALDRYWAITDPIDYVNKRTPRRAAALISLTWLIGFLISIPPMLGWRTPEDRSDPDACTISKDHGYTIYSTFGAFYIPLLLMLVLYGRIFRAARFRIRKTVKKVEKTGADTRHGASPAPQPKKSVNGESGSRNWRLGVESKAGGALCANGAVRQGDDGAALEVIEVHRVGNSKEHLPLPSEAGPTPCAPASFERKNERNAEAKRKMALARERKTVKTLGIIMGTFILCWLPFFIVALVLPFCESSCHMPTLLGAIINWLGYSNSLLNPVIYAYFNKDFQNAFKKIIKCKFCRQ
5HT1E ag: 5-HT1E receptor agonists, primary screen, cell-based, HTS. 5-hydroxytryptamine receptor 1E (Homo sapiens), P28566. CHO 5-HT1E Ga15 NFAT-bla reporter, FRET; 0% DMSO wells, 100% control agonist wells. activation, % at 6 µM. actives 0.69% (n = 65,000). AID 574, 2007;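 active means activation above a set limit, the screen-wide mean activation plus 3 SD, cut at about 8.5% in these data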;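 further: 100% = positive control agonist at 1 µM giving full maximal response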
Target sequence (P28566 whole entry, looked up): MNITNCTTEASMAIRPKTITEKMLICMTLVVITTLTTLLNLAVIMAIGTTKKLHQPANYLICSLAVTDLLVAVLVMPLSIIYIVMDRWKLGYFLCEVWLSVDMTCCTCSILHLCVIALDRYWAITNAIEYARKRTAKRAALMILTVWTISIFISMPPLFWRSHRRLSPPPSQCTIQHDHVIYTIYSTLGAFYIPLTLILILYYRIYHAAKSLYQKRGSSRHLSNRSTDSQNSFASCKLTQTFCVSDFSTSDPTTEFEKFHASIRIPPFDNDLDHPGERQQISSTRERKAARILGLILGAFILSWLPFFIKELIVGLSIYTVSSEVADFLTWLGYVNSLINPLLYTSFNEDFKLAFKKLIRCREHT
5HT1E antag: 5-HT1E receptor antagonists, primary screen, cell-based, HTS; actives 0.99% (n = 65,000); inhibition, % at 6 µM; 5-hydroxytryptamine receptor 1E (Homo sapiens), P28566; CHO 5-HT1E Ga15 NFAT-bla reporter, FRET, antagonist;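 active means inhibition above a set limit, the mean inhibition across every tested compound plus 3 SD, cut at about 29% in these data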;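 further: signal is the 460 over 535 nm emission ratio of beta-lactamase substrate; 0% = agonist plus DMSO wells and 100% = wells without agonist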
S1P3 agonist: human S1P3 receptor agonists, primary screen, cell-based, primary and confirmation, NFAT-BLA reporter. Sphingosine 1-phosphate receptor 3 (Homo sapiens), Q99500. S1P3 NFAT-BLA reporter cells, agonism, FRET ratio; relative to 1 µM S1P, basal subtracted. activation, % at 4.5 µM. actives 0.1% (n = 60,000). AID 373, 2006;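 active means activation above the screen-wide mean plus 3 SD, cut at about 4.5% in these data, passing the limit was not always enough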; further: some compounds called inactive have numbers as strong as hits
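Measure – % activation relative to 1 µM S1P (100%), per plate · System – stable CHO line with human S1P3, Gα16, NFAT-BLA reporter · Timing – cells plated overnight, compound 4 h 37 °C, substrate 2 h RT · Technique – fluorescent BLA substrate, ex 405 nm, em 460/535 nm ratio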
D1 mod: D1 CRE-luciferase signal change, two-sided – cell-based, HEK293 D1, dopamine EC30, D1 allosteric modulator project, primary screen; D(1A) dopamine receptor (Homo sapiens), P21728; dopamine EC30 potentiation; actives deviate in either direction; B-score at 10 µM; actives 5.9% (n = 58,000); AID 641, 2007;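 active means luminescence count or its row- and column-corrected plate score outside the 99.7% band of the plate's sample wells, on either side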
Jurkat viability: cytotoxicity toward Jurkat T cells, primary screen, cytotoxicity control, cell-based, Jurkat E6.1, 60K MLSMR library; Jurkat E6.1 viability, ATP luminescence, 48 h; inhibition, % at 4 µM; actives 1.2% (n = 56,000); AID 463, 2006;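 active means inhibition above the mean inhibition of all tested compounds plus 3 SD, cut at about 28% in these data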
5-HT1A blocker: human 5-HT1a receptor antagonists, primary screen, cell-based, CHO, Ga15 NFAT-bla reporter; CHO 5-HT1a Ga15 NFAT-bla reporter, antagonist mode; inhibition, % at 10 µM; 5-hydroxytryptamine receptor 1A (Homo sapiens), P08908; actives 0.68% (n = 62,000); AID 612, 2007;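 active means inhibition above the mean of all tested compounds plus 3 SD, cut at about 43% in these data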;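 further: receptor stimulated by 5-CT agonist at 100 nM near EC80; beta-lactamase reporter measured by ratiometric fluorescence of a cleavable substrate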
HEK293 NFkB inh: inhibitors of PMA/ionomycin-induced NF-kB reporter, primary screen, antigen receptor NF-kB inhibitor project, cell-based, HEK-293 luciferase reporter, luminescence | inhibition, % at 3 µM | actives 0.21% (n = 62,000) | HEK-293 NF-kB luciferase reporter;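 active means inhibition above the mean of all tested compounds plus 3 SD, cut at about 40% in these data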;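 further: 0% = stimulated DMSO wells and 100% = 10 µM reference inhibitor 5653914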
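Reagent: PMA plus ionomycin mix as NF-kB-activating stimulus. Assay system: NF-kB luciferase reporter HEK-293 cells. Technique: luminescence from luciferase substrate reagent. Incubation: 1 h compound pre-incubation, 16 h PMA/ionomycin at 37 °C. Benchmarks: DMSO only as uninhibited control, 10 µM reference inhibitor as full inhibition. Repeats: tested once.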
Numbers without * were called inactive; / = not tested or not shown.

SMILES,HTR1A agonist,D1 mod,5HT1E antag,Jurkat viability,S1P1 ag-PAM,S1P3 agonist,HEK293 NFkB inh,5-HT1A blocker,5HT1E ag
c1cncc(-c2nc(N3CCCCCC3)c3ccccc3n2)c1,3.2,12*,11,7,-7,-1.4,24,6,0.1
CSc1nc(C)cc(OCC#N)n1,-2.3,3.2,2,10,5,-1.0,22,-7,0.1
Cc1cccc(NC(=O)C2CCN(S(=O)(=O)c3c(C)nn(C)c3C)CC2)n1,-2.9,-0.89,3,12,0,-1.4,6,0,-0.6
Cc1ccc(Nc2nc(N)nc(CN3CCN(C)CC3)n2)cc1C,1.1,0.059,5,-4,-21,-0.4,-3,1,-0.2
Cc1cc(N2CCN(c3ccccc3)CC2)nc(NCc2ccccc2)n1,-2.3,-3.5*,-5,-1,-8,-0.5,-8,-8,0.0
CC(=O)c1cccc(S(=O)(=O)N2CCN(c3nc4cc(C)cc(C)c4cc3C#N)CC2)c1,3.9,1.4,-5,-6,-3,-0.6,13,-18,1.4
CCC(CC)C(=O)Nc1c2c(nn1-c1ccc(OC)cc1)CS(=O)(=O)C2,2.1,0.33,7,/,/,/,1,4,-0.3
Cc1ccc(CNC(=O)CN2C(=O)C3(OCCCO3)c3ccccc32)cc1,-3.0,/,2,1,-7,-0.7,14,6,0.3
N#Cc1cc2sc3nc4ccccc4n3c2cc1C#N,-0.6,-0.45,-7,-7,/,-0.6,-2,-8,0.2
CCC(C)(C)NC(=O)C(c1ccccc1F)N(Cc1ccco1)C(=O)Cn1nnc2ccccc21 (stereo not drawn),-1.3,0.17,-16,7,-14,-0.6,24,19,-0.6
O=C(Cc1cccs1)NCc1ccccc1F,0.2,0.64,-5,-4,1,-0.4,8,-1,-0.2
Cn1nc(C(=O)Nc2ccc(S(=O)(=O)N3CCCC3)cc2)ccc1=O,-3.7,-0.0074,5,6,-6,-0.3,5,-1,0.1
O=C(CSc1c[nH]c2ccccc12)N1CCOCC1,2.6,/,3,/,/,/,18,-5,0.6
CCN(C(=O)CCS(=O)(=O)c1ccc(Br)cc1)c1ccc2c(c1)OCO2,-4.2,-0.063,-8,-1,-18,-0.4,-7,-3,0.1
COC(C(=O)Nc1cccc(F)c1)c1ccccc1 (stereo not drawn),-1.6,-0.069,8,-6,-14,0.0,13,-15,0.3
O=C(NC1CCCC1)C1c2ccccc2C(=O)N1CCCN1CCOCC1 (stereo not drawn),-0.8,-0.6,18,5,14,-0.8,14,6,0.9
O=C1CCCN1CCC1CCN(C2CC(=O)N(c3ccc(Cl)cc3)C2=O)CC1 (stereo not drawn),-0.9,-0.16,-2,-5,/,-1.2,18,6,0.9
COC(=O)C1=C(C)NC(=O)CC1c1cc2c(cc1Br)OCO2 (stereo not drawn),-5.2,0.59,0,4,-3,-0.1,-4,6,-1.3
CCN(CC)CCN1C(=O)C(O)=C(C(C)=O)C1c1ccccc1 (stereo not drawn),-1.9,0.83,-1,6,0,-1.8,10,0,0.7
CC(=O)NC(O)C(=O)c1ccco1 (stereo not drawn),-4.1,0.41,-7,2,4,-0.8,20,0,-0.5
Cc1ccc(Nc2nnns2)cc1C,-0.8,-0.0013,-17,-4,-7,0.2,-5,3,-0.6
CC(Sc1sc(=S)sc1SC(C)C(=O)O)C(=O)O (stereo not drawn),0.9,/,6,-1,-8,-0.3,5,3,-0.7
CC(Oc1ccc(Cl)cc1Cl)C(=O)NCc1ccncc1 (stereo not drawn),2.3,6.7*,12,/,/,/,14,-6,-0.6
O=C(NC1=NCCS1)c1cccc(NC(=O)c2ccco2)c1,0.0,-0.048,3,-1,/,-0.3,1,10,-0.4
CCN(CC)C(=O)C1=C(C)NC(=O)NC1c1ccccc1F (stereo not drawn),0.8,0.056,-7,2,/,-1.1,9,8,1.8
Cc1nc2cc(C(F)(F)F)ccc2n1C1CCN(CC(=O)N2CCOCC2)CC1,-0.6,-0.57,-5,0,-5,0.7,13,-12,-0.6
O=C(c1cccc(N2CCCC2=O)c1)N1CCN(c2ccccc2)CC1,-0.9,/,-1,/,/,/,1,-1,-1.1
NC(=O)CSc1c[nH]c2ccccc12,-1.2,/,-14,/,-12,-2.0,/,/,0.1
O=C1c2ccccc2C(=O)N1CC(O)COCc1ccccc1 (stereo not drawn),-2.7,-0.015,1,1,-18,-0.6,-1,7,-0.5
CCCN1Cc2cccc(C(=O)Nc3ccc(N4CCN(CC)CC4)cc3)c2C1=O,-0.3,1.8,15,-8,2,-0.3,11,-5,0.1
COc1ccccc1C(c1nnnn1C(C)(C)C)N1CCCCCC1 (stereo not drawn),0.0,0.078,4,-3,19,-0.3,16,20,-0.5
O=C(CN1CCN(c2ccccn2)CC1)Nc1ccc(Cl)c(C(F)(F)F)c1,-1.2,5.5*,8,2,-18,-0.1,5,-4,-2.4
Cc1noc(C)c1CSc1ncnc2sc(C)c(C)c12,0.8,5.2*,11,4,-45,-1.0,16,-8,-0.8
Cc1cc(NC(=O)CCC2COc3ccccc3O2)no1 (stereo not drawn),-1.1,-0.018,-10,-10,0,-0.1,-1,0,0.0
COc1ccc(C(c2nnnn2CC2CCCO2)N2CCN(c3ccc(F)cc3)CC2)cc1 (stereo not drawn),-2.8,-0.084,0,4,-11,-1.2,13,7,-0.4
O=C1N(CN2CCC3(CC2)OCCO3)c2ccccc2C12OCCCO2,-2.9,-0.84,0,-7,-7,0.4,13,-10,-0.1
COc1ccc(OCCSc2ncccn2)cc1,0.1,-1.4,8,6,/,-0.7,-46,-3,4.0
O=S(=O)(Nc1ccc2c(c1)OCCO2)c1cccs1,0.8,-0.34,5,-10,/,0.0,4,10,0.6
CCCCC(=O)NC1(C(F)(F)F)C(=O)N(Cc2ccco2)C(C)=C1C(=O)OC (stereo not drawn),-0.2,-0.8,3,-3,/,-0.6,0,-3,-0.2
COc1cccc(-c2cc(C(=O)Nc3ccccc3SC)no2)c1,-4.2,-0.47,12,-4,89*,-0.8,-5,6,0.1
O=C1N2CN(C(c3ccccc3)c3ccccc3)CN=C2SC1(CO)CO,-0.9,-0.53,10,1,-9,-1.3,10,6,-0.7
Cc1ccc(CNC(=O)C2CCC(=O)N2C2CCCCC2)cc1 (stereo not drawn),-2.9,-0.21,18,2,12,-0.8,13,5,-0.6
CCC(=O)Nc1nonc1-c1nc2ccccc2n1N(C(=O)CC)C(=O)CC,-1.3,-0.24,-11,-2,-17,-0.5,18,-19,-0.6
C/C(=N\O)c1ccc2c3ccccc3n(C)c2c1,0.9,-0.35,-10,-3,-11,-1.6,5,0,1.0
O=S(=O)(Nc1cccnc1)c1ccc(C2CCCCC2)cc1,1.3,-0.2,3,/,/,/,22,10,0.3
O=C1CCCC2=C1C(c1ccco1)Nc1ccc3ccccc3c12 (stereo not drawn),-0.7,-2.5,7,7,-31,-1.4,8,4,1.3
Cc1ccc(S(=O)(=O)N2CCC(C(=O)Nc3nnc(-c4ccco4)s3)CC2)cc1,1.1,1.1,-4,0,-8,-0.9,17,-19,-0.9
COc1ccc(NC(=O)c2ccc(COc3ccccc3Br)o2)cc1OC,-5.6,0.029,7,0,0,-0.3,21,9,0.4
CN(Cc1nc(-c2cccnc2)no1)S(=O)(=O)c1ccc2ccccc2c1,-2.0,0.56,11,3,-2,-1.5,18,9,-1.5
COc1ccc(C(=O)NCC(=O)n2nc(C)cc2C)cc1OC,0.6,/,0,/,-12,-2.8,/,/,-0.5
CCCS(=O)(=O)NCc1cn2cccc(C)c2n1,-0.3,-0.083,3,-2,0,-0.6,-2,9,0.4
CC(C)C[C@H](NC(=O)OC(C)(C)C)c1nnc(SCC(=O)Nc2ccc(Br)cc2)o1,-1.8,0.45,-1,-4,12,-0.7,5,10,0.4
COc1ccc(OC)c2c(C)cc(N3CCN(C(=O)c4ccc(F)cc4)CC3)nc12,2.4,1.2,2,1,/,-1.1,11,3,0.7
Cc1nc(NCC2CCCO2)c2nnn(Cc3ccccc3Cl)c2n1 (stereo not drawn),0.9,3.6,3,-1,1,-0.5,16,-8,-0.5
COc1ccc(-n2c(SC3CCOC3=O)nc3ccccc3c2=O)cc1OC (stereo not drawn),-0.5,2.4,11,8,-11,-0.4,8,0,-2.1
COc1ccc(N2C(=O)CC(NCc3cccc(F)c3)C2=O)cc1 (stereo not drawn),0.2,1.6,-8,-3,/,-0.8,6,-28,-0.3

Going on with the list:
SMILES,HTR1A agonist,D1 mod,5HT1E antag,Jurkat viability,S1P1 ag-PAM,S1P3 agonist,HEK293 NFkB inh,5-HT1A blocker,5HT1E ag
Cc1ccc(C(c2sc3nc(C)nn3c2O)N2CCN(c3ccccc3)CC2)cc1 (stereo not drawn),1.0,-3.4*,-8,-4,-6,0.1,19,-2,0.9
CCOC(=O)c1c(C)c(C(=O)Nc2ccccc2)c(C)n1CC,-2.0,1.1,2,0,1,-0.8,15,14,-1.2
O=C(CCSc1ccc(Cl)cc1)N1CCN(c2ncccn2)CC1,-3.0,0.017,-2,3,9,-0.3,14,-1,-0.9
CCCCOCC1CN(c2ccccc2)C(=O)CS1 (stereo not drawn),0.3,1.3,-2,-2,/,-0.5,4,-9,0.3
COc1cccc(C(=O)Nc2ccc(-c3nc4ccccc4o3)c(O)c2)c1,5.5,-1.2,-10,2,-5,0.2,3,-22,0.3
CN(Cc1ccccc1)C(=O)COC(=O)c1ccc2c(c1)OCO2,-1.1,-0.15,-2,/,/,/,6,4,-0.3
C/C(O)=C(\C#N)c1nnc2n1CCCCC2,-2.5,-0.15,-2,-3,9,-0.3,15,-10,0.2
CC1CN(C2CC(C)(C)NC(C)(C)C2)CCC1=O (stereo not drawn),-0.4,0.0078,4,4,/,-1.7,2,5,0.2
CCOC(=O)c1c(C)[nH]c2cc(Br)c(O)cc12,-0.3,0.029,15,4,-50,0.2,15,0,0.3
